CXXC DNA block: blocks binding of human MLL CXXC domain to DNA; Potency, µM (titrated, usually from 115 µM), for the others: at the highest dose activity change, negative = inhibition, hits mostly inhibitors; MLL-CXXC / FITC-HOXA9 DNA fluorescence polarization; Q03164; actives 0.037% (n = 290,000); active = well fitted inhibition curve with a large enough effect in the polarisation, with a control signal flat, not every such curve was filed as active; inconclusive = small, poorly fitted or top-dose-only effect, or effect the other way, or a change in a side signal; inactive = no such curve, though single readings can be large or run the other way; the % refers to the polarisation; also: potency is read from the fitted curve at half-maximal effect
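Steps: dispense CXXC domain solution (7 uM) → pin compounds or unlabeled HOX-A9 DNA control → 5 min ambient → add FLSN-HOX-A9 solution (50 nM) → spin → 30 min ambient → fluorescence polarization. Tris pH 7.5/NaCl/DTT/BSA buffer.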
hERG WT inh: blocks the wildtype human KCNH2 potassium channel; actives 0.37% (n = 340,000); activity change, % at 1.84 µM; U2OS, BacMam KCNH2, thallium flux FluxOr; stronger effect = lower value; AID 720551; Q12809;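 active = maximum activity change below -70%; inconclusive = maximum activity change between -70% and -50%; inactive = maximum activity change above -50%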; also: % is scaled to controls: 0 for no effect and ±100 for the full control effect
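U2OS cells were transduced with wild-type KCNH2 virus (2.03 x 10^8 / mL) for 4 h at room temperature, then cultured overnight at 37 C. Thallium flux was read with FluxOr dye. Rate constants were normalized to DMSO controls.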
Coupling enz: counter-screen for Giardia aldolase inhibitors: coupling enzyme system. actives 0.67% (n = 290,000). activity change, negative = inhibition, % at 58.2 µM, hits read low. coupling enzyme system counterscreen, AmpLite Red fluorescence; in the data active = activity change below about -30%; also: % is scaled to controls: 0 for no effect and ±100 for the full control effect
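Fluorescence at 525 nm excitation and 598 nm emission measured inhibition of the coupled detection system without aldolase. Compounds (at 57.5 uM final) were preincubated 10 min at room temperature with coupling enzyme reagent before a 20 min substrate/AmpLite Red step.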
Tb PFK block: inhibitors of T. brucei phosphofructokinase; O15648; T. brucei PFK, ADP-Glo luminescence; Potency, µM (series often up to 57.5 µM), for the others: at the highest dose activity, negative = inhibition, hits mostly inhibitors; actives 0.17% (n = 330,000);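 also: potency is read from the fitted curve at half-maximal effect; 0% = uninhibited 1x PFK enzyme wells and -100% = no-enzyme wells; nearly all actives have a fitted effect of over 60% in size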
Target sequence (O15648 whole entry, looked up): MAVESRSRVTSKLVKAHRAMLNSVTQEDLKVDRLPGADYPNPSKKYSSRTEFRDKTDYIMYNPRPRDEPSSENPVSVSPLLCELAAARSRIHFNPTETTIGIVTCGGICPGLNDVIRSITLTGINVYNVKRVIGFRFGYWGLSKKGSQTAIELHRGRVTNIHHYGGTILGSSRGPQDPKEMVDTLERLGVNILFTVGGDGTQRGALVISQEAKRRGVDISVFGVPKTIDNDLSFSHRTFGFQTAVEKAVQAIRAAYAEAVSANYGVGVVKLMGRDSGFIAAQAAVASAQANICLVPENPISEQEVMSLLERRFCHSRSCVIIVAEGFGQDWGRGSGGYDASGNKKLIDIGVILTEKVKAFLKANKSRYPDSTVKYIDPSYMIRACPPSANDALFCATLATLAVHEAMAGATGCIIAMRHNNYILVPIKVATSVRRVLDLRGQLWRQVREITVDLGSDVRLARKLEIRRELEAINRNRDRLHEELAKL
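Compounds were pin-transferred as a titration series up to 57 uM into substrate buffer (0.5 mM F6P, 0.1 mM ATP, pH 8.0), then 1.25 nM PFK was added and reactions ran 45 min before ADP-Glo detection.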
GALK inhibitor: inhibitors of human galactokinase | AID 1868 | P51570 | Potency, µM (doses to about 57.5 µM), for inactives: at the top dose activity change, negative = inhibition, hits mostly inhibitors | Purified GALK, Kinase-Glo residual ATP luminescence | actives 0.007% (n = 270,000); also: potency is read from the fitted curve at half-maximal effect; % is scaled to controls: 0 for no effect and ±100 for the full control effect
Target sequence (P51570 whole entry, looked up): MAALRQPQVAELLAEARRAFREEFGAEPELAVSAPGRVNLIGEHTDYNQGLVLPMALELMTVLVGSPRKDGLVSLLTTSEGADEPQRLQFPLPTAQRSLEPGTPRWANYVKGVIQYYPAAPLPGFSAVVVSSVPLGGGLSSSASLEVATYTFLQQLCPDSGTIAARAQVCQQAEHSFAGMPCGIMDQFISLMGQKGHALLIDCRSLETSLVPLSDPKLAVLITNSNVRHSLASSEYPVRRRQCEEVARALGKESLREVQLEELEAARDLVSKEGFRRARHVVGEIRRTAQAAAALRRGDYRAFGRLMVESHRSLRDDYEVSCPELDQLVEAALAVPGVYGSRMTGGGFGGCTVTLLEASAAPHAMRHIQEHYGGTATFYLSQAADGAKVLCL
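5 nM enzyme, 35 uM ATP, 100 uM galactose, 20 mM HEPES pH8.0, 5 mM MgCl2; 1 h RT; residual ATP by Kinase-Glo Plus luminescence, qHTS format.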
AT treatment: potential ataxia-telangiectasia treatment; […] A-T fibroblasts, KAP-1 phosphorylation AlphaLISA; neocarzinostatin DNA damage 30 min before lysis; Potency, µM (top dose mostly 57.5 µM), for the others: at the top dose activation, most hits filed as activators; actives 0.19% (n = 320,000); AID 485349; also: potency is read from the fitted curve at half-maximal effect; % of control where 0% means no effect; nearly all actives have a fitted effect of over 45% in size
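ATM-like activity read as KAP-1 phosphorylation via AlphaLISA donor/acceptor antibody pairs after lysis and 6 hr at 25C. Cells were ATM-null patient fibroblasts ([…], hTERT), dosed 60 min, then exposed to the DSB inducer NCS for 30 min.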
TSHR antagonist: blocks TSH signaling through the human TSH receptor; P16473; TSHR-expressing cells, TSH-stimulated cAMP HTRF, 2 h; stronger effect = lower value; activity change, negative = inhibition, % at 11.5 µM; actives 0.2% (n = 330,000); AID 504810;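 active = activity change below a set negative limit, meaning inhibition stronger than a set level, cut at about -70% in these data; inconclusive = activity change between two set negative limits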; also: % is scaled to controls: 0 for no effect and ±100 for the full control effect
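Freshly harvested TSHR cells receive pin-tooled compound, then EC80 TSH at 4nM final. After 2 hours at 37 deg C, antibody in lysis buffer and cAMP-d2 are added; 30 minutes at ambient temperature precede the HTRF read.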
TCR act: T cell receptor activation; primary human leukocytes, anti-CD3, IL-2 HTRF, 48 h; Potency, µM (titrated, usually from 9.22 µM), inactives show at the highest dose activation of IL-2 secretion, usual class: activators; 330,000 tested, under 10 active; also: % of control where 0% means no effect
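1) Mix primary human leukocytes, a-CD3 beads and compound. 2) Incubate 48 hr. 3) Add HTRF IL-2 reagents (a-IL-2-K, a-IL-2-d2).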
BCR signal inh: blocks chronic active B-cell receptor signaling. ABC-DLBCL IkBa-CBG/CBR reporter, luminescence ratio, 4 h. Potency, µM (series often up to 46.1 µM), without a hit: at the highest dose ratio change, negative = lower green/red ratio, hits mostly inhibitors. actives 0.05% (n = 340,000). AID 493014; active = well fitted inhibition curve with a large enough effect in the signal ratio, with a control signal flat, not every such curve was filed as active; inconclusive = small, poorly fitted or top-dose-only effect, or effect the other way, or a change in a side signal; the % refers to the signal ratio;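 also: potency is read from the fitted curve at half-maximal effect; plate controls were basal doxycycline-induced cells for no effect and cells given 10 µM MG132 for full effect; MG132 reads +100%, hits lower the ratio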
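Doxycycline induced both beetle luciferases in TMD8 lymphoma cells; IKK-driven degradation limits the IkappaBalpha-fused green signal, while red luminescence normalises for cell number and nonspecific effects. Compounds tested up to 46 uM, 4 hrs.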
Giardia killer: Giardia lamblia killing; actives 0.15% (n = 340,000); activity change, % at 7.66 µM, hits read low; AID 540267; Giardia lamblia trophozoite viability; in the data active = activity change below about -80%; inconclusive = between about -30% and that limit;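 also: parasites exposed to compound for two days anaerobically before the ATP read; % is scaled to controls: 0 for no effect and ±100 for the full control effect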
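Compounds were tested on trophozoites seeded at 100 cells/well and held 48 hrs at 37 deg C anaerobically. An ATP-based luminescent kit measured the remaining live cells.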
* marks the source's active call; other numbers are inactive results; i = inactive; ? = inconclusive; · = not tested or not shown; & = joins results of further samples; [ ] = dose if it differs, or a comment. Unless noted, calls follow the shape of the dose curve; as a rule, active = well fitted curve in the direction sought with a large enough effect; inconclusive = small, poorly fitted or top-dose-only effect, or another doubt; inactive = no such curve, though single readings can be large; an effect the other way counts as inactive or inconclusive.

Values in the order: CXXC DNA block, hERG WT inh, Coupling enz, Tb PFK block, GALK inhibitor, AT treatment, TSHR antagonist, TCR act, BCR signal inh, Giardia killer
- COC(=O)c1ccc(NC(=O)CN2CCC(NC(=O)c3ccco3)CC2)cc1
    9%, 16, 1, -1%, 6%, -4%, 4, 1%, 0%, 1
- CCCCCCC(=O)Nc1nc(C)c(-c2csc(Nc3cc(OC)ccc3OC)n2)s1
    0%, -1, -4, -3%, -2%, -2%, -11, 1%, ?, 5
- Cc1ccc(C(=O)OCC(=O)NC(C)C)cc1S(=O)(=O)N1CCOCC1
    ?, 3, 10, -2%, 4%, 8%, 32, -4%, -8%, -13
- COc1cc(C2C(C(=O)c3cccs3)=C(O)C(=O)N2Cc2ccco2)cc(OC)c1OC (stereo not drawn)
    -18%, -24, 1, 2%, 3%, -7%, -8, -2%, 4%, -6
- Cc1cccc(C(=O)O/N=C(\N)c2cccc([N+](=O)[O-])c2)c1
    0%, -12, -2, -4%, -3%, 10%, -21, 4%, 6%, 0
- COc1ccc(Cl)cc1Nc1nc(N)c2ccccc2n1
    ?, -2, -1, 8%, 0%, 11%, 3, 3%, ?, 3
- COCCNC(=O)CN1C(=O)COc2ccc(Cl)cc21
    2%, 4, 3, -1%, ·, -16%, 9, 8%, 0%, 16
- CCOn1c(=O)c(C)[n+]([O-])c2ccccc21
    4%, 5, 1, -2%, 0%, 1%, -9, 4%[46.1 µM], 7%, 38[activator]
- Cc1ccc(/C=C/C(=O)c2cc(Br)ccc2OC(=O)c2ccco2)cc1
    12%, -7, -4, -8%, -3%, 22%, -33, 0%, ?, 2
- O=C(CSc1ccccc1)Nc1ccc2sccc2c1
    28%, -5, 0, 1%, 0%, 3%, 9, -1%, 2%, -23

In the list so far, these have nitrogen in an aromatic ring:
Values in the order: CXXC DNA block, hERG WT inh, Coupling enz, Tb PFK block, GALK inhibitor, AT treatment, TSHR antagonist, TCR act, BCR signal inh, Giardia killer
- CCCCCCC(=O)Nc1nc(C)c(-c2csc(Nc3cc(OC)ccc3OC)n2)s1
    0%, -1, -4, -3%, -2%, -2%, -11, 1%, ?, 5
- COc1ccc(Cl)cc1Nc1nc(N)c2ccccc2n1
    ?, -2, -1, 8%, 0%, 11%, 3, 3%, ?, 3
- CCOn1c(=O)c(C)[n+]([O-])c2ccccc21
    4%, 5, 1, -2%, 0%, 1%, -9, 4%[46.1 µM], 7%, 38[activator]

(next part)
Values in the order: CXXC DNA block, hERG WT inh, Coupling enz, Tb PFK block, GALK inhibitor, AT treatment, TSHR antagonist, TCR act, BCR signal inh, Giardia killer
- COC(=O)C1=C(C)N(Cc2ccccc2)C(=NCC2CC2)N[C@H]1c1ccccc1
    11%&32%, -4, 0&0, 0%&-1%&-1%, ·, 6%&-6%&10%, -1&3&14, 2%, ?, -7
- O=c1[nH]c(CN2CCN(c3ccccc3)CC2)nc2scc(-c3ccccc3)c12
    9%, -2, 1, -2%, -1%, 2%, -9, -5%[46.1 µM], 2%, -12
- O=C(Nc1cccnc1)C1CCCN(S(=O)(=O)c2cccc3nsnc23)C1 (stereo not drawn)
    -2%, -1, 1, -6%, 2%, 3%, 7, 0%, ?, 0
- CC(C)CC1C(C#N)=C(N)Oc2n[nH]c(-c3ccccc3)c21 (stereo not drawn)
    0%, 14, -4, -6%, -1%, 2%, -3, -2%[46.1 µM], 2%, 12
- COc1cc(/C=N/NC(=O)c2cc(C)n(-c3ccc(F)cc3)c2C)cc(OC)c1O
    3%, 0, -4, 1%, -1%, -1%, -8, 0%, -15%, 20
- CCCCn1c(=O)c2ccccc2c2ccccc2c1=O
    -3%, 0, 0, 16%, -3%, 9%, -11, -30%, ?, 0
- CC[C@]12c3[nH]c4ccccc4c3CCN1C(=O)C(CC(=O)NCCCN(C)C)C[C@@H]2C(=O)N1CCN(C(=O)C2CC2)CC1 (stereo partly drawn)
    ·, -7, ·, -8%, ·, -59%[inhibitor], 13, -3%, 2%, 23
- Cc1noc(/C=C/N(C)C)c1S(=O)(=O)N1CCC(C(=O)Nc2ccc(Cl)cc2)CC1
    5%, -4, ·, 0%, -5%, 35%, -7, 9%, 5%, -29
- COc1ccc(CCNC(=O)CCS(=O)(=O)Cc2ccccc2C)cc1OC
    -5%, 7, 6, -3%, 0%, -5%, 3, -2%, ?, -18
- Cc1nc(C/C(=N\N)c2ccc(O)cc2O)cs1
    5%, 18, -3, 0%, 0%, 4%, -6, 9%, ?, 25
- CN(C)CC(=O)Nc1ccc(Oc2ccc(Cl)cc2)cc1
    6%, i, -1, 6%, -2%, -1%, 1, 1%, 0%, -4
- COc1cc(S(=O)(=O)Nc2ccc3c(c2)C(=O)N(C)C3=O)ccc1NC(C)=O
    ·, 4, ·, -1%, ·, -2%, 13, 8%, 3%, 8
- CC1C(=O)N2CCCc3cc(S(=O)(=O)NCc4ccc(Cl)cc4)cc1c32 (stereo not drawn)
    12%, 0, ·, -1%, -2%, 2%, -8, -3%, 0%, 16
- CC(=O)NC(CCS(C)(=O)=O)C(=O)Nc1cc(C)on1 (stereo not drawn)
    8%, -4, 2, 10%, -3%, 2%, 3, 1%[46.1 µM], 4%, -10
- Cc1ccccc1-c1cc(C(=O)NCc2ccco2)nn1CC1CC(c2cccc([N+](=O)[O-])c2)=NO1 (stereo not drawn)
    ·, 5, ·, 4%, ·, -2%, -13, -1%, ?, 1
- Cc1cc(C)c(-c2cc(C)nc3ncnn23)c(C)c1
    17%, 1, 0, 2%, 1%, 8%, -5, -2%, 0%, 4
- CCOc1ccc(NC(=O)C2CC(=O)N(CC)C(=Nc3ccc4c(c3)OCO4)S2)cc1 (stereo not drawn)
    23%, 8, 2, 2%, -2%, -5%, 20, -1%, 1%, -1
- N#CC1=C2SCN(c3ccccc3)CN2C(=O)CC1c1ccccc1Cl (stereo not drawn)
    11%, -15, -11, -3%, 2%, -6%, 2, -2%, -5%, 2&19
- Cn1c(=O)c(C(N)=S)cn(-c2ccccc2)c1=O
    -3%, 2, 1, -9%, -2%, -4%, -6, -22%, 3%, 4
- CCC(C)(C)NC(=O)Cn1c(=O)oc2cc(S(=O)(=O)N3CC(C)CC(C)C3)ccc21 (stereo not drawn)
    3%, 3, 0, -1%, 2%, -8%, 6, 0%, 2%, -9

A few values from the entries so far.
TSHR antagonist, `Cc1cc(C)c(-c2cc(C)nc3ncnn23)c(C)c1` = -5
TSHR antagonist, `CN(C)CC(=O)Nc1ccc(Oc2ccc(Cl)cc2)cc1` = 1

The results go on:
Values in the order: CXXC DNA block, hERG WT inh, Coupling enz, Tb PFK block, GALK inhibitor, AT treatment, TSHR antagonist, TCR act, BCR signal inh, Giardia killer
- Cc1cccc(N2C(=O)C3CCCN3C2=S)c1 (stereo not drawn)
    32%[activator], -7, 4, -4%, ·, -23%, 9, 3%, -2%, 1
- CC(C)C(=O)OCC(=O)NCc1ccccc1Cl
    -2%, -8, 0, 9%, 12%, -3%, 9, 3%, -1%, -12
- O=[N+]([O-])c1ccc(N/N=C/c2cccc(O)c2O)cc1
    ?, -5, -15, -3%, 5%, 0%, -21, -2%, ?, -23
- O=C(Nc1cc2c(oc1=O)CCCC2=O)c1ccc(Cl)cc1
    ?, 2, 0, -27%, -1%, -4%, 1, -1%, 1%, 21
- O=C(COC(=O)CCc1c[nH]c2ccccc12)NC1CCS(=O)(=O)C1 (stereo not drawn)
    -7%, -3, 5, -1%, 1%, 8%, 1, 6%[46.1 µM], -11%, 0
- CC(=O)N1c2ccc(S(=O)(=O)NCCC(=O)Nc3cccc(Cl)c3)cc2CC1C (stereo not drawn)
    -3%, 7, 0, -14%, 7%, 3%, -126*, 3%, 1%, -17
- COc1ccc(C(=O)CCN2CCN(c3ccc(OC)cc3)CC2)cc1
    10%, 15, 4, -5%, ·, 0%, 9, -7%, ?, 9
- O=C(Nc1ccc2c(c1)OCCO2)c1ccc(Cl)cc1
    2%, 1, -6, -7%, 0%, 14%, -1, 3%, ?, -17
- COCc1cc(=O)[nH]c(-c2ccccc2OC(F)(F)F)n1
    -2%, -1, 3, 1%, 8%, -9%, -1, -2%, 15%, -1
- O=C(OCCN=C1NS(=O)(=O)c2ccccc21)c1ccccc1
    -10%, -11, -1, 0%, -4%, 0%, 3, ·, -11%, -1
- Cc1c(C(=O)NCCN2C(=O)S/C(=C\c3cccs3)C2=O)cccc1[N+](=O)[O-]
    -5%, 54, 4, 13%, -2%, -13%, 32, -5%[46.1 µM], 3%, -11
- Cn1c(SCC(=O)Nc2ccc3c(c2)OCCO3)nnc1-c1ccncc1
    5%, 4, -3, -8%, -1%, -3%, -1, 5%, -5%, -15
- COC(=O)c1c(NC(=O)CSc2ncnc3[nH]ncc23)sc2c1CCC2
    4%, 3, -2, 0%, -2%, -5%, -4, -7%, 0%, -20
- C=CCCC(=O)Nc1nc(C)c(-c2csc(Nc3ccc(Cl)cc3)n2)s1
    8%, -37, 2, -6%, 1%, 0%, -27, -3%, ?, ?

High-throughput results (PubChem BioAssay)
